USP28 inh: blocks human USP28 ubiquitin-rhodamine cleavage; 47,000 compounds, 3% hits; inhibition, % at 25 µM; purified USP28, Ub-rhodamine cleavage fluorescence, 30 min; AID 1645857
USP30 inh: inhibitors of human USP30 deubiquitinase | purified USP30, Ub-rhodamine cleavage fluorescence | inhibition, % at 25 µM | 47,000 compounds, 5.3% hits | AID 1645860
USP7 block: human USP7 deubiquitinase inhibition | AID 1645854 | Q93009 | purified USP7, Ub-rhodamine cleavage fluorescence | inhibition, % at 20 µM | 47,000 compounds, 0.3% hits
OTUD3 block: human OTUD3 deubiquitinase inhibition; AID 1645858; purified OTUD3, Ub-rhodamine fluorescence, 2 h; inhibition, % at 25 µM; 47,000 compounds, 0.7% hits; Q5T2D3
Target sequence (Q5T2D3 whole entry, looked up): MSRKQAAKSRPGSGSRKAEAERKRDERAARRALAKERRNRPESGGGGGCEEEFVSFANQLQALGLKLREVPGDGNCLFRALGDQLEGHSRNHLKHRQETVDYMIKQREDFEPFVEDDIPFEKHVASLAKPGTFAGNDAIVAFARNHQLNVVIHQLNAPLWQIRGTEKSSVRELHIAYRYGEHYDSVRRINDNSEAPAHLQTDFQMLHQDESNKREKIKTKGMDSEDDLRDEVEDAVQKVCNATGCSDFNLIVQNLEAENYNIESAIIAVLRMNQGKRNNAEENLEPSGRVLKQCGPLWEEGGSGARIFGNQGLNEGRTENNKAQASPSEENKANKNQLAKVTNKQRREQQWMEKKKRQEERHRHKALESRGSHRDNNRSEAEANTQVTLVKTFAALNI
USP17 block: inhibitors of human USP17 deubiquitinase | A8MUK1 | purified USP17, Ub-rhodamine cleavage fluorescence, 3 h | inhibition, % at 50 µM | 47,000 compounds, 6.5% hits
Target sequence (A8MUK1 whole entry, looked up): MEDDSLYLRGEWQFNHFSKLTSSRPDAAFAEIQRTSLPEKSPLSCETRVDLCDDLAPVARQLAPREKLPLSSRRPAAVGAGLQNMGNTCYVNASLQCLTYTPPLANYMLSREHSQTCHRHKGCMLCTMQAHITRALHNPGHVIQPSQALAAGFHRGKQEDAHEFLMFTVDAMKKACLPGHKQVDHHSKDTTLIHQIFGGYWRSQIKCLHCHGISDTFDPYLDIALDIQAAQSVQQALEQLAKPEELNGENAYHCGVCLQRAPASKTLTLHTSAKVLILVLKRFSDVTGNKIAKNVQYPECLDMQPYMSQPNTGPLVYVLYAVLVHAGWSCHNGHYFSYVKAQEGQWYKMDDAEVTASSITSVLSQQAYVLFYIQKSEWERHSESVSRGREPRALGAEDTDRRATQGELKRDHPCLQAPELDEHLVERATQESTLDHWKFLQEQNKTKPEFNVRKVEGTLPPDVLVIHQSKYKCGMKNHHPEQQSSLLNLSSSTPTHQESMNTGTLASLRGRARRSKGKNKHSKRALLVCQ
UCHL1 block: blocks human UCHL1 ubiquitin-rhodamine cleavage; P09936; purified UCHL1, Ub-rhodamine cleavage fluorescence; inhibition, % at 20 µM; 47,000 compounds, 0.2% hits
USP10 inh: blocks human USP10 ubiquitin-rhodamine cleavage | Q14694 | purified USP10, Ub-rhodamine fluorescence, 60 min | inhibition, % at 20 µM | 47,000 compounds, 1.1% hits | AID 1645856
USP8 block: human USP8 deubiquitinase inhibition. purified USP8, Ub-rhodamine cleavage fluorescence, 30 min. inhibition, % at 20 µM. 47,000 compounds, 4.2% hits. AID 1645853
Active calls of the source: *; i = inactive; nt = no result given. Cut-off read from the data, not from the text of the source: active = inhibition above about 30%; inactive = the rest.

1	CN(C)c1ccc(CNC(=O)c2cc(CN3CCOCC3)on2)cc1
2	O=C(c1cccc(C(F)(F)F)c1)c1nnc(-c2ccc(Cl)cc2)o1
3	CCN(CC(=O)Nc1cccc(C(C)=O)c1)Cc1nc2ccccc2c(=O)[nH]1
4	Cc1ccc(S(=O)(=O)N2CCC(c3nc(C(=O)N4CCOCC4)c(C)o3)CC2)cc1
5	COc1cccc(NC(=O)CN2C(=O)C3CCCN3C(=O)c3ccc(F)cc32)c1 (stereo not drawn)
6	COc1ccc(C2CC(=O)n3nc(-c4cccc(C)c4)nc3S2)cc1 (stereo not drawn)
7	COc1ccc(N2CCN(C(=O)c3csc4c3CCC(C(C)(C)C)C4)CC2)cc1 (stereo not drawn)
8	CC1(C)Cc2c(c(-c3ccccc3)nc3sc4c(SCc5ccccc5Cl)ncnc4c23)CO1
9	CC(C)NC(=O)N1CCN2C(=O)c3ccccc3[C@H]2C1
10	Cc1nc(CN2CCO[C@@H]3CN(C(=O)NC(C)C)CC[C@@H]3C2)cs1
compound no.	1	2	3	4	5	6	7	8	9	10
USP28 inh	8.9	1.8	5.2	9.7	0.2	2.9	3.3	3.7	nt	-8.7
USP30 inh	22.0	5.4	-0.3	17.6	-4.8	8.1	-16.0	0.2	nt	-5.8
USP7 block	4.3	7.6	5.2	4.5	-1.3	0.7	1.7	-3.2	3.4	-2.0
OTUD3 block	8.5	0.0	11.8	6.4	-12.4	2.5	0.0	14.3	-2.2	0.1
USP17 block	10.4	7.5	8.6	7.3	-4.7	2.7	21.6	9.3	4.0	-8.7
UCHL1 block	2.6	0.4	2.4	-0.1	-6.0	0.0	4.0	0.1	2.0	-4.4
USP10 inh	0.5	8.7	-0.8	2.0	0.2	3.7	-1.2	-0.7	4.3	-1.3
USP8 block	20.9	0.2	-12.8	-1.7	0.0	3.6	70.4*	-0.1	-4.2	-53.1

2 records picked at random from those above:
8	CC1(C)Cc2c(c(-c3ccccc3)nc3sc4c(SCc5ccccc5Cl)ncnc4c23)CO1
1	CN(C)c1ccc(CNC(=O)c2cc(CN3CCOCC3)on2)cc1
compound no.	8	1
USP28 inh	3.7	8.9
USP30 inh	0.2	22.0
USP7 block	-3.2	4.3
OTUD3 block	14.3	8.5
USP17 block	9.3	10.4
UCHL1 block	0.1	2.6
USP10 inh	-0.7	0.5
USP8 block	-0.1	20.9

More compounds.
11	O=C(CSc1ccc2nnc(CCNS(=O)(=O)c3ccccc3)n2n1)NCc1ccccc1Cl
12	Cc1occc1C(=O)Nc1cc(-c2ccc(F)cc2)nn1C
13	Cc1ccc(C2CC(c3ccc(F)cc3)n3ncnc3N2C(=O)C2CC2)cc1 (stereo not drawn)
14	CCOc1ccccc1C(=O)N1CC(=O)N(Cc2ccc3c(c2)OCO3)CC(O)C1 (stereo not drawn)
15	COc1ccc(NS(=O)(=O)c2cc(NC(=O)c3[nH]c(C)c(C(C)=O)c3C)ccc2N2CCOCC2)cc1
16	Cc1ccc(NC(=O)Cc2nc(C)c(C(=O)NC3CC3)s2)cc1F
17	COc1nc2cc(C)ccc2cc1-c1noc(-c2ccncc2)n1
18	O=C1Oc2nc3ccccc3cc2CN1Cc1ccco1
19	Cc1ccc(C(=O)N2CCc3cc(-c4nc(NC(=O)CN5CCCCCC5)sc4C)ccc32)cc1
20	O=C(NC1CC1)c1nc(-c2ccc(N3CCCCCC3)cc2)no1
compound no.	11	12	13	14	15	16	17	18	19	20
USP28 inh	-4.3	1.3	6.3	0.1	-13.5	-19.1	-4.0	16.2	4.7	4.3
USP30 inh	12.5	-16.5	14.1	1.4	-40.1	-31.0	-16.0	17.1	3.5	16.4
USP7 block	0.0	-0.5	6.3	0.6	-2.2	-14.4	-4.5	4.6	-87.7	-4.9
OTUD3 block	0.3	-0.4	8.4	-4.5	-5.3	-13.1	0.1	10.9	6.2	9.9
USP17 block	0.1	-5.5	7.2	1.3	-13.6	14.4	2.2	52.4*	12.9	11.6
UCHL1 block	-1.1	0.2	4.2	0.1	-13.7	-0.9	-9.3	1.2	1.3	1.9
USP10 inh	-0.1	-0.3	2.9	1.4	-5.0	-7.4	-9.4	7.8	-1.9	0.8
USP8 block	-0.2	-2.2	7.9	0.1	-2.0	-11.5	8.5	3.4	5.8	15.3

21	COc1ccc(NCc2nnc(SCC(=O)Nc3cccc4ccccc34)n2C)cc1
22	O=C(c1cnco1)N1CCCC(c2ncc(Cc3ccccc3)o2)C1 (stereo not drawn)
23	O=S(=O)(Cc1nnc(-c2ccccc2C(F)(F)F)o1)c1ccc(Cl)cc1
24	CCN1CCN(c2ncc(-c3cc(=O)[nH]c(N4c5ccccc5CC4C)n3)c(C)n2)CC1 (stereo not drawn)
25	Cc1cc(C(=O)NCC2CCCO2)c2cccc(C)c2n1 (stereo not drawn)
26	CSc1cccc(NC(=O)c2nc(-c3ccc(C)cc3)n3c2CCCCC3)c1
27	O=C(Cn1cnc2scc(-c3ccc4c(c3)CCCC4)c2c1=O)Nc1ccccc1Cl
28	O=C(CN1C(=O)C(O)(c2cccc(F)c2)c2ccccc21)Nc1ccccc1F (stereo not drawn)
29	CN(C)CCNC(=O)c1ncn2c1CN(CC(=O)N(C)C)S(=O)(=O)c1ccccc1-2
30	Clc1ccc2ncnc(NC3CCCCC3)c2c1
compound no.	21	22	23	24	25	26	27	28	29	30
USP28 inh	6.4	8.3	-10.5	-10.5	-7.1	-2.3	-24.9	13.4	5.9	-6.6
USP30 inh	19.2	-9.0	-2.0	-14.7	-49.7	-28.5	-124.7	10.9	16.3	-40.1
USP7 block	-2.6	0.0	-15.6	-3.3	-5.9	4.9	-14.7	0.1	3.5	-1.7
OTUD3 block	4.6	7.5	-3.9	-12.7	-9.7	-3.1	-22.7	10.2	8.3	-6.2
USP17 block	20.4	5.6	67.5*	-8.0	-31.9	-5.4	-56.0	8.7	2.3	39.8*
UCHL1 block	3.0	2.3	-2.9	-5.4	-6.2	0.0	-20.1	3.9	-1.5	-1.2
USP10 inh	5.3	-0.6	0.0	1.5	-6.2	2.5	-3.9	6.0	0.1	-1.9
USP8 block	45.2*	-2.1	-12.0	1.0	-26.6	0.0	-36.1	17.1	5.5	-8.0

31	COc1ccc(N(C)S(=O)(=O)c2cccc(C(=O)OCC(=O)N(Cc3ccccc3)C(C)C)c2)cc1
32	COc1ccc(OC)c(-n2c(O)c(C3NCCc4c3[nH]c3ccccc43)c(=O)[nH]c2=O)c1 (stereo not drawn)
33	O=C(NCc1ccncc1)C1CC(=O)N(c2ccccc2)C1 (stereo not drawn)
34	Cc1oc(-c2cccc(Cl)c2)nc1Cn1c(=O)n(C(C)C)c(=O)c2ccccc21
35	CC(C(=O)Nc1ccccc1)n1cnc2nc(N3CCCCC3)ncc2c1=O (stereo not drawn)
36	CCc1noc(-c2c(C)[nH]c(C)c2S(=O)(=O)Nc2cc(F)ccc2Cl)n1
37	O=C(O)c1ccccc1C(=O)NC1Cc2ccccc2C1
38	CCn1nnc2c(NCc3ccccc3)ncnc21
39	O=C(Cn1ncc2c(N3CCCC3)ncnc21)Nc1ccccc1F
40	COc1ccc(C(=O)c2c(C)n(C)c(=O)n(C)c2=O)cc1
compound no.	31	32	33	34	35	36	37	38	39	40
USP28 inh	12.6	-20.0	-4.4	-19.0	-21.6	-21.8	-10.6	-4.5	-4.3	3.1
USP30 inh	30.3*	-145.3	-28.8	-3.2	-124.8	-70.6	0.7	-0.9	5.7	15.0
USP7 block	8.8	-8.2	-2.1	-2.5	-1.4	-7.3	-0.9	-2.7	-2.2	3.2
OTUD3 block	21.7	-29.2	-5.5	-10.2	9.1	-11.8	-8.4	-6.5	-3.8	6.7
USP17 block	13.9	-36.9	-0.1	-17.1	69.5*	-16.5	-7.1	-5.1	-13.1	2.3
UCHL1 block	5.9	-9.8	0.7	-2.3	4.2	-1.2	-3.2	-1.7	-3.4	0.8
USP10 inh	7.6	-9.6	0.5	-1.9	-2.3	-8.6	-0.2	0.7	1.8	2.5
USP8 block	21.7	-17.9	2.6	-9.7	-0.4	0.4	0.1	-0.2	6.9	2.3

41	COc1cc2c(cc1OC)CC(=O)N(Cc1ccc([N+](=O)[O-])cc1)C=C2
42	Cc1ccc(-n2ccn3c(CCC(=O)NCc4ccco4)nnc3c2=O)cc1C
43	Cc1noc(C)c1CC(=O)Nc1nnc(-c2ccc(C(C)C)cc2)s1
44	CCc1cccc(-n2nnnc2N2CCN(C(=O)Nc3cccc(F)c3)CC2)c1
45	CCc1cccc(NC(=O)C2CCCN(S(=O)(=O)c3c[nH]c(C(=O)N4CCCCC4)c3)C2)c1 (stereo not drawn)
46	Cc1cccc(Nc2nc(C)c(C(=O)NCC3CCCO3)s2)n1 (stereo not drawn)
47	CN1CCN(CCCNC(=O)c2cc(C(C)(C)C)nn2C)CC1
48	Cc1nnc2c(SCc3cccc(F)c3)nc3ccccc3n12
49	Cc1nc(CCNC(=O)C(C)Oc2cccc(C)c2C)cs1 (stereo not drawn)
50	O=C(NCC(c1cccnc1)N1CCc2ccccc2C1)C(=O)Nc1ccc2c(c1)OCO2 (stereo not drawn)
compound no.	41	42	43	44	45	46	47	48	49	50
USP28 inh	nt	7.9	-13.9	-12.4	0.1	-15.0	-8.9	-77.0	13.1	-5.8
USP30 inh	nt	13.6	-37.8	-8.6	-5.7	-24.2	-14.9	-450.8	-4.5	-5.8
USP7 block	-4.7	4.6	0.8	-19.3	2.6	-1.1	-1.4	-61.0	1.1	3.1
OTUD3 block	0.0	3.9	-7.9	-6.5	-5.6	-8.5	0.1	-58.4	11.6	-0.1
USP17 block	-11.8	5.6	6.0	-9.8	2.4	nt	-3.2	-41.0	5.9	74.5*
UCHL1 block	4.1	-1.5	-4.3	0.0	2.4	-2.4	-1.0	-2.3	0.8	2.7
USP10 inh	4.8	-0.5	5.0	2.9	1.1	-2.3	0.0	-10.1	1.1	19.4
USP8 block	5.6	-33.7	32.0*	-48.2	2.8	-24.0	3.3	13.0	10.6	24.4

51	CC12CCCC(O1)c1c(cc3c(c1O)C(=O)c1c(O)cc(O)cc1C3=O)O2 (stereo not drawn)
52	CN(C)[C@@H]1[C@@H](O)[C@H](Oc2cccc(F)c2)C[C@H]1NC(=O)c1ccnn1C
53	O=S(=O)(Nc1ncnc2sccc12)c1cc(F)ccc1F
54	O=C(c1ccn[nH]1)N1CCOC2(CCCN(c3ncc(F)cn3)C2)C1 (stereo not drawn)
55	Cn1c(NC(=O)c2ccco2)c(-c2cccc(Cl)c2)c(=O)c2ccccc21
56	CC(C)(C)c1ccc(C(=O)Nc2cc(=O)[nH]c3ncnn23)cc1
57	O=C(Cc1noc2ccccc12)N1CCN(c2ccc([N+](=O)[O-])cc2)CC1
compound no.	51	52	53	54	55	56	57
USP28 inh	-26.5	-9.9	nt	-1.0	5.5	3.1	-261.6
USP30 inh	-125.3	-12.6	nt	13.6	20.3	16.0	i
USP7 block	-13.7	-0.1	-54.7	2.2	3.6	-21.6	-6.1
OTUD3 block	-23.6	-5.5	14.0	-3.5	5.2	7.5	-182.4
USP17 block	-21.9	-9.5	-102.6	3.4	4.0	8.7	-19.4
UCHL1 block	-5.5	0.5	-82.4	-1.7	1.0	2.1	-3.5
USP10 inh	-7.4	-0.8	-4.7	0.9	0.0	5.3	-7.2
USP8 block	-17.5	-1.1	-47.6	-4.5	8.5	10.6	-107.5

Assay outcomes as filed in PubChem BioAssay.
